Screening data from PubChem BioAssay.
Dengue-2 NS5 capping: Dengue-2 NS5 methyltransferase inhibitors, primary screen, biochemical, confirmation dose response (AID 588689); Dengue-2 NS5 methyltransferase capping enzyme assay, biochemical; higher % means a stronger effect; inhibition, % at 25 µM; hits with a dose series show IC50 in µM; hit rate 0.3% among 340,000; in the data active = a potency from the dose series; inconclusive = inhibition above about 29% without an active follow-up result
GPR55 LPI antagonism: GPR55 antagonists blocking LPI-driven arrestin recruitment, primary screen, imaging, U2OS, beta-arrestin-GFP, LPI agonist (AID 2013); U2OS GPR55 beta-arrestin-GFP translocation imaging, LPI antagonism; higher % means a stronger effect; one-dose inhibition, % at 10 µM; IC50 in µM for titrated hits; hit rate 0.13% among 290,000;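 active = spots per cell inhibited over 60%, with over 100 cells counted and total cytoplasm intensity under 500,000; inconclusive = wells with under 100 cells, flagged as likely toxic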;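 note: U2OS cells stably carrying GPR55 and arrestin-GFP stimulated by 5 µM LPI near EC80; imaged beta-arrestin-GFP aggregate spots per cell after agonist stimulation; plate controls were LPI-stimulated DMSO wells for no effect and DMSO wells without LPI for full effect; some results filed as inactive read as strong as hits; confirmed hits need IC50 under 10 µM and bright autofluorescent wells are also inconclusive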
GPR35 antagonists: GPR35 antagonists blocking zaprinast-driven arrestin recruitment, primary screen, imaging, U2OS, beta-arrestin-GFP, zaprinast agonist (AID 2058); G-protein coupled receptor 35 (Homo sapiens); U2OS GPR35 beta-arrestin-GFP translocation imaging, zaprinast antagonism; higher % means a stronger effect; inhibition, % at 10 µM; hits with a dose series show IC50 in µM; hit rate 0.052% among 290,000;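 active = inhibition of at least 50% with at least 30 cells and total cytoplasm GFP at most 10,000,000; inconclusive = under 30 cells or total GFP of 10,000,000 plus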
SV40 large T antigen: SV40 large T antigen inhibitors, biochemical (AID 1903); SV40 large T antigen ATPase/helicase inhibition assay; higher % means a stronger effect; one-dose inhibition, % at 20 µM; IC50 in µM for titrated hits; hit rate 0.39% among 310,000; in the data active = a potency from the dose series; inconclusive = inhibition mostly from about 32% at the one dose, without a potency; inactive = the rest, 99 in 100 with inhibition below about 32%; note: strong numbers were not always called active
UTI89 phage lysis: inhibition of K1F phage lysis, E. coli UTI89, bacterial capsule biogenesis inhibitors, alamar blue (AID 488966); E. coli UTI89 K1F phage lysis, alamar blue, 2 h; higher % means a stronger effect; inhibition, % at 100 µM; hits with a dose series show IC50 in µM; hit rate 0.02% among 340,000;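 active = phage lysis inhibition, versus mean bacterial control, above a set limit; inconclusive = no clear call, values can overlap the other calls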;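 note: capsule biogenesis inhibitors block K1F phage lysis so surviving cells raise fluorescence; higher fluorescence means more inhibition of phage lysis; actives were called in the ten point dose series up to 300 µM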
Rac1 GTP hydrolysis: MgcRacGAP GTPase-activating activity inhibitors, confirmation, biochemical, ADP Hunter fluorescence. MgcRacGAP-stimulated Rac1 GTP hydrolysis, ADP Hunter fluorescence; higher % means a stronger effect; GST-tagged Rac1 F28L mutant substrate. Rac GTPase-activating protein 1 (Homo sapiens). hit rate 0.6% among 340,000. one-dose inhibition, % at 30 µM; IC50 in µM for titrated hits;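 active = first-screen hits whose inhibition reached a set limit at any dose in the follow-up dose series; inconclusive = inhibition above the set first-screen limit but never retested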;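 note: fluorescence reports GDP produced by GAP-driven GTP hydrolysis; strong numbers were not always called active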
RSV CPE inhibition: RSV antiviral activity via CPE protection, HEp-2 cells, primary 10 µM value included (AID 2391); HEp-2 cells, RSV-induced CPE inhibition; higher % means a stronger effect; one-dose CPE inhibition, % at 10 µM; IC50 in µM for titrated hits; hit rate 0.13% among 310,000; in the data active = a potency from the dose series; inconclusive = CPE inhibition mostly from about 23% at the one dose, without a potency; inactive = the rest, 99 in 100 with CPE inhibition below about 21%; note: strong numbers were not always called active
HIV fusion peptide: inhibitors of HIV fusion peptide binding, primary screen, biochemical, uHTS, fluorescence dequenching (AID 1986); hit rate 0.3% among 290,000; cell-free peptide binding, fluorescence dequenching, 30 min; higher % means a stronger effect; inhibition, % at 20 µM, or IC50 in µM where a hit was titrated; in the data active = inhibition mostly above about 52%, no sharp cut-off; inactive = mostly below about 76%; note: some results filed as inactive read as strong as hits
PhoP inhibition: inhibitors of PhoP regulon expression, primary screen, Salmonella Typhimurium, GFP reporter (AID 1863); S. Typhimurium PhoP-regulated promoter GFP reporter, 4 h; higher % means a stronger effect; one-dose inhibition, % at 50 µM; IC50 in µM for titrated hits; hit rate 0.16% among 300,000;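 active = inhibition over 29.93%, a cutoff 3 SD above the screen mean, later confirmed by dose response; inconclusive = inhibition over 29.93% but no dose response follow-up; inactive = inhibition at most 29.93% or unconfirmed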;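 note: 0% = low Mg2+ inducing control and 100% = high Mg2+ repressing control; strong numbers were not always called active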
Dengue-2 NS5 capping pilot replicate: recorded beside Dengue-2 NS5 capping, whose call it bears; inhibition, %; measured here: pilot screen replicate inhibition
* hit, by the source's call; ? = inconclusive; . = no result given; [ ] = remark or other dose.

The opening 2 compounds, ahead of the listing:
SMILES	Dengue-2 NS5 capping	GPR55 LPI antagonism	GPR35 antagonists	SV40 large T antigen	UTI89 phage lysis	Rac1 GTP hydrolysis	RSV CPE inhibition	HIV fusion peptide	PhoP inhibition	others
O=C(CSc1nnc2c(n1)[nH]c1ccccc12)NCc1ccco1	-7%	1%	-8%	3%	-0.4%	15%	1.0%	0.7%	6%
CC(=O)c1ccc(-c2ccc(C(=O)NCC(c3ccc(F)cc3)N3CCOCC3)o2)cc1 (configuration not stated)	8%	.	.	12%	0.3%[50 µM]	11%	-1.0%	.	-5%

This part in full (from the top)
SMILES	Dengue-2 NS5 capping	GPR55 LPI antagonism	GPR35 antagonists	SV40 large T antigen	UTI89 phage lysis	Rac1 GTP hydrolysis	RSV CPE inhibition	HIV fusion peptide	PhoP inhibition	others
O=C(CSc1nnc2c(n1)[nH]c1ccccc12)NCc1ccco1	-7%	1%	-8%	3%	-0.4%	15%	1.0%	0.7%	6%
CC(=O)c1ccc(-c2ccc(C(=O)NCC(c3ccc(F)cc3)N3CCOCC3)o2)cc1 (configuration not stated)	8%	.	.	12%	0.3%[50 µM]	11%	-1.0%	.	-5%
Cc1cc(Cl)ccc1N=c1ssnc1Cl	7%	5%	0%	10%	0.5%	6%	7.0%	-0.8%	5%
COc1ccc(C2c3c(-c4ccccc4)n[nH]c3C(=O)N2c2ccc(C(=O)O)cc2)cc1 (configuration not stated)	1%	-9%	2%	20%	0.1%	2%	1.8%	5.6%	1%
O=c1c(C(c2ccc(Cl)cc2)c2c(O)nc3n(c2=O)CCCS3)c(O)nc2n1CCCS2	-5%	12%	-4%	13%	3.5%	9%	0.6%	2.6%	-10%
CCN(CC(=O)Nc1ccc(OC)cc1)C(=O)c1ccc(N2C(=O)CCC2=O)cc1	4%	.	.	.	0.4%[50 µM]	1%	1.7%	.	.
O=C(CCSc1nc(-c2ccco2)cc(C(F)(F)F)n1)N1CCN(c2ccccc2)CC1	-7%	11%	7%	6%	0.4%	2%	5.6%	0.4%	4%
CSc1cccc(NC(=O)CN(c2cccc(C)c2)S(C)(=O)=O)c1	-10%	0%	-5%	3%	-0.2%	2%	1.4%	0.5%	9%
COC(=O)CNC(=O)C1Cc2ccccc2CN1S(=O)(=O)c1ccc(F)cc1 (configuration not stated)	1%	6%	3%	8%	0.3%	9%	1.8%	0.7%	-7%
CN1CCN(c2ccc(NC(=O)c3sc4ccccc4c3Cl)cc2)CC1	0%	12%	5%	4%	0.3%	11%	-3.5%	-1.3%	-17%
CCOc1nc(C)cc(C)c1S(=O)(=O)c1ccc(Cl)cc1	-5%	3%	-14%	9%	-0.1%	12%	5.3%	0.6%	-2%
CN(C(=O)COC(=O)CSc1ccc([N+](=O)[O-])cc1)C1CCS(=O)(=O)C1 (configuration not stated)	5%	.	.	13%	1.6%[50 µM]	4%	0.2%	.	2%
COc1cc2c(cc1OC)CN(CC(=O)Nc1ccc(F)cc1F)CC2	4%	-8%	1%	-10%	-0.1%	2%	-0.3%	-1.5%	7%
CN(Cc1cccs1)C(=O)/C=C/c1ccccc1[N+](=O)[O-]	-7%	16%	16%	1%	0.4%	9%	3.1%	-1.0%	10%
c1ccc2c(-c3nc(-c4ccncc4)no3)cccc2c1	-2%	-13%	-13%	2%	6.6%	-1%	.	0.0%	-3%
COC(=O)c1cccc(NC(=O)Cc2ccc(OC)cc2)c1C	-6%	1%	1%	13%	-0.2%	0%	1.3%	-0.8%	8%
COC(=O)c1ccc(NC(=O)CSc2ccc(-c3ccccn3)nn2)cc1	3%	10%	0%	4%	0.0%	10%	-0.3%	-1.2%	3%
COC(=O)C1=CN(C)C=C(C(=O)OC)C1c1ccc(Cl)cc1Cl	-12%	7%	-6%	11%	0.1%	3%	1.4%	2.1%	-5%
Cc1ccc2c(c1)c(N=Nc1cccc(C(=O)O)c1)c(O)n2C	2%	4%	17%	8%	0.3%	3%	1.4%	14%	-9%
O=C(NCc1ccco1)c1csc(Nc2ccccc2Cl)n1	4%	10%	-8%	3%	-0.8%	8%	6.4%	0.2%	2%	Dengue-2 NS5 capping pilot replicate=-9.1
c1ccc(-c2nnc(SCC3CCCO3)nc2-c2ccccc2)cc1 (configuration not stated)	-8%	-4%	-2%	16%	0.1%	3%	15%	-1.9%	-15%
CCCNC(=O)CN1CCN(S(=O)(=O)c2ccc(Br)s2)CC1	4%	.	.	.	0.3%[50 µM]	2%	0.7%	.	.
COc1ccc(-c2[nH]nc3c2C(c2ccccc2OC(=O)N2CCOCC2)C(C#N)=C(N)O3)cc1 (configuration not stated)	-4%	-1%	-9%	11%	1.4%	11%	1.2%	-0.5%	23%
Cc1ccc(OCC(=O)N2CCC3(CC2)CC(=O)c2ccccc2O3)cc1	-1%	.	.	12%	0.6%[50 µM]	0%	2.6%	.	10%
Cc1ccc(S(=O)(=O)N2CCOCC2)cc1C(=O)NCc1ccc(F)cc1	-2%	0%	16%	18%	4.2%	14%	-0.1%	-2.2%	27%
COC(=O)CN(c1cccc(C)c1)S(=O)(=O)c1ccccc1	0%	-4%	25%	1%	-0.1%	7%	-0.3%	-0.4%	15%
O=C(CSc1n[nH]c(=O)n1Cc1ccco1)Nc1ccccc1Cl	-3%	-6%	1%	12%	0.2%	7%	0.0%	0.5%	-1%
CCN(CC)C(=O)Cn1cc(C(=O)C(=O)N2CCN(Cc3ccccc3)CC2)c2ccccc21	8%	14%	-2%	12%	0.3%	8%	1.2%	-0.7%	13%
CCCCc1nc2cc(C(=O)N3CCC[C@H]3CO)ccc2o1	-6%	1%	-13%	5%	0.2%	3%	3.6%	0.0%	1%
COc1ccc2nc(Nc3nc(CSc4nc5ccccc5[nH]4)cc(=O)[nH]3)nc(C)c2c1	-4%	6%	-14%	2%	1.0%[50 µM]	-3%	0.9%	2.3%	0%
COc1ccc(OC)c(N=c2ssnc2Cl)c1	6%	9%	8%	18%	-1.4%	13%	2.7%	-0.7%	0%
NC(=O)/C(=N\OC(=O)c1ccco1)c1nc(-c2ccc(Br)cc2)cs1	41µM*	23%	-5%	1%	-5.0%	7%	-2.8%	2.3%	-15%
O=C(NCCCO)C12CC3CC(CC(C3)C1)C2	-3%	.	.	.	0.3%	-5%	0.3%	.	.
CC(=O)N/C(=C/c1ccc2c(c1)OCO2)C(=O)NCCCO	-8%	3%	-4%	19%	1.1%	10%	-0.7%	1.3%	-3%
Cc1cc(C)c(S(=O)(=O)Nc2ccc(O)c(Sc3ncn[nH]3)c2)cc1C	-2%	4%	-3%	.	4.4%	-2%	0.2%	1.2%	.
O=C(CC1Nc2ccccc2NC1=O)NCc1cccnc1 (configuration not stated)	-2%	10%	-2%	1%	0.4%	10%	-1.0%	6.9%	6%
Cc1[nH]c2ccccc2c1C(O)CN1CCN(c2cccc(C(F)(F)F)c2)CC1 (configuration not stated)	3%	-1%	12%	10%	-0.5%	10%	-5.2%	-0.8%	30%
COc1ccc(C(=O)O)cc1S(=O)(=O)Nc1ccc(C)cc1	12%	-6%	-7%	4%	-0.2%	-1%	2.9%	2.6%	7%
Cc1ccc(OCc2nc(-c3ccccc3)no2)cc1	4%	14%	0%	10%	0.7%	11%	2.0%	-0.8%	-4%
CCCNC(=O)[C@@H]1CCCN1C(=O)C1CCN(S(=O)(=O)c2ccc(C)cc2)CC1	-2%	4%	11%	6%	0.1%	4%	1.0%	0.7%	-1%
Cc1ccsc1C(=O)OCC(=O)NCCCc1ccccc1	-5%	-6%	11%	7%	-0.2%	10%	3.4%	-1.2%	4%
N#CCSc1nnc(-c2ccc(S(=O)(=O)N3CCOCC3)cc2)n1CC1CCCO1 (configuration not stated)	3%	13%	7%	2%	0.6%	1%	1.2%	4.3%	-9%
CC1(C)CC(=O)C(C=NCCc2ccc(S(N)(=O)=O)cc2)=C(O)C1	-4%	0%	-16%	5%	1.6%	4%	1.6%	0.7%	-11%	Dengue-2 NS5 capping pilot replicate=5.2
Cc1nn(C)cc1C1C(C#N)=C(N)N(c2cccnc2)C2=C1C(=O)CCC2 (configuration not stated)	-1%	1%	6%	7%	1.9%[50 µM]	2%	0.4%	22%	-3%
COc1ccccc1NC(=O)c1nc[nH]c1C(=O)Nc1ccccc1OC	2%	0%	9%	4%	0.0%	5%	2.5%	-1.1%	-12%
CC(C)(C)n1nnnc1C(c1cccc(C(F)(F)F)c1)N1CCC(O)CC1 (configuration not stated)	-4%	-3%	-7%	0%	0.0%	1%	0.8%	-0.3%	0%
Cc1cc(NC(=O)CCC(=O)N(CCC(C)C)C(C(=O)NC2CCCC2)c2ccccc2C)no1 (configuration not stated)	3%	-3%	-2%	4%	0.0%	3%	12%	0.1%	8%
COc1ccccc1-n1c(-c2ccc(F)cc2)coc1=O	-2%	9%	-10%	26%	-0.3%	9%	4.8%	-1.1%	-3%
CC(Oc1ccccc1F)C(=O)NC1CCS(=O)(=O)C1 (configuration not stated)	-6%	9%	10%	8%	1.5%[50 µM]	4%	0.6%	-1.0%	4%
COc1ccc(S(=O)(=O)CCC(=O)N2CC(=O)N(CCc3ccccc3)C(=O)C2)cc1	-4%	8%	12%	18%	0.4%	15%	1.1%	1.6%	-9%
COc1cc(C(=O)NC(CCSC)C(=O)OCC(=O)NC(=O)C2CCCCC2)cc(OC)c1OC (configuration not stated)	-9%	-1%	-5%	7%	-0.6%	5%	1.3%	-1.7%	-1%
CCc1cccc(C)c1NC(=S)NCc1ccc2c(c1)cc(C)n2C	3%	9%	2%	14%	9.4%	12%	5.8%	3.5%	14%
CCc1cccc(C)c1NC(=S)NCC1CCN(c2ccc(OC)cc2)C1 (configuration not stated)	42%	19%	11%	?	0.2%	27%	4.4%	-3.9%	-7%
CCOc1cc(NS(=O)(=O)CC)c(OCC)cc1NC(=O)c1ccco1	5%	-9%	-12%	10%	0.1%	6%	0.8%	-0.2%	9%	Dengue-2 NS5 capping pilot replicate=0.6
Brc1ccc(CNc2nc3ccccc3n2CCN2CCCCC2)cc1	-2%	1%	-1%	9%	-1.1%	14%	-1.9%	0.5%	-2%
COc1ccc(S(=O)(=O)n2cccc2)c(OC)c1	-5%	-12%	-2%	25%	0.2%	9%	1.4%	-1.3%	-3%
